Bioassay records (PubChem BioAssay)
CHO-K1 Ca PAM – nonselective activator or artifact in parental CHO-K1 calcium assay. actives 0.02% (n = 360,000). activation, % at 3 µM. ATP EC20, Fluo-8 calcium fluorescence; 0% at ATP EC20, 100% at ATP max. AID 602247;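 active = activation above the run cutoff, the mean activation of all test compounds plus 3 SD, cut at about 40% in these data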;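 also: peak over basal fluorescence ratio in a 140 s read after ATP addition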
TAAR1 agonist – human TAAR1 agonism; Q96RJ0; activation, % at 3 µM; CHO RD-HGA16 TAAR1, Fluo-8 calcium fluorescence; vehicle wells 0%, saturating PEA agonist 100%; actives 0.99% (n = 360,000);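 active = activation above the mean activation of all test compounds in the run plus 3 SD, cut at about 38% in these data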
Target sequence (Q96RJ0 whole entry, looked up): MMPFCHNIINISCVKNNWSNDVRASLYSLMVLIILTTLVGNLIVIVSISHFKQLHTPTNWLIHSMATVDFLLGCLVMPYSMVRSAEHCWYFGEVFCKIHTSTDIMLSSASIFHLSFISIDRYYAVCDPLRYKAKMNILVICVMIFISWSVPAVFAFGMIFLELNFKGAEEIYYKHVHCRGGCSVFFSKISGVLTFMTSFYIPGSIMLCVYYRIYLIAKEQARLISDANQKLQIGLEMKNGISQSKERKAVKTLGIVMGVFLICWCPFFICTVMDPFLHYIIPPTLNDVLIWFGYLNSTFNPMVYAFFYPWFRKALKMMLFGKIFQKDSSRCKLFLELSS
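test system = CHO RD-HGA16 cells carrying human TAAR1 plus Gα16 | schedule = 17-24 h seeding, 75 min 37 °C dye, 30 min RT | compound dosing = 3 µM single concentration | control set = DMSO and PEA EC100 | replicates = n 1 | signal = Fluo-8 fluorescence, 5 s baseline then 140 s kinetic read | measure = percent activation vs PEA EC100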
M5 PAM – potentiates acetylcholine response at human M5 receptor | AID 624038 | actives 0.3% (n = 360,000) | activation, % at 3 µM | P08912 | CHO-K1 hM5, Fluo-8 calcium, ACh EC20 PAM; 0% = ACh EC20, 100% = ACh EC100;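 active = activation above the run cutoff, the mean activation of all test compounds plus 3 SD, cut at about 18% in these data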
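Test system: CHO-K1 hM5 cells / Doses: single-point, 3 µM nominal / Times: Post-acetylcholine fluorescence recording 140 s / Technique: Fluo-8 calcium fluorescence / Measure: Max/basal fluorescence ratio as % of EC20–EC100 ACh window / Benchmarks: low control EC20 acetylcholine (0%), high control EC100 acetylcholine (100%) / Replicates: one well per compound, no replicates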
CRFBP-R2 block – antagonists of CRF-binding protein/CRF-R2 receptor complex; actives 0.59% (n = 350,000); HEK293 CRF-R2/CRF-BP, CRF-induced calcium fluorescence; inhibition, % at 11.8 µM; AID 588475;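 active = inhibition of the ligand-induced calcium signal above about 50% at the single tested concentration, limit read from the data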
M5 ag – agonists of human muscarinic M5 receptor (CHRM5); activation, % at 3 µM; P08912; CHO-K1 hM5 cells, Fluo-8 calcium fluorescence; 0% DMSO wells, 100% maximal acetylcholine response; actives 0.19% (n = 360,000);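 active = activation above the run's mean over test compounds plus 3 SD, cut at about 23% in these data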;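 also: signal is peak over basal fluorescence ratio across the kinetic read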
M5 antag – blocks acetylcholine activation of human M5 receptor; actives 0.59% (n = 360,000); inhibition, % at 3 µM; AID 624040; CHO-hM5 cells, Fluo-8 calcium fluorescence, ACh EC80;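 active = inhibition above a per-plate cutoff, the mean of that plate's test compounds plus 3 SD, cut at about 27% in these data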;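 also: 0% = acetylcholine EC80 with DMSO and 100% = DMSO without agonist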
CRFR2-BP ag – agonists of human CRF-binding protein/CRF-R2 receptor complex. HEK293 CRF-R2/CRF-BP, calcium dye fluorescence (FLIPR); percent of saturating CRF peptide response. activation, % at 13.2 µM. actives 0.46% (n = 350,000). AID 588473;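 active = activation of at least 50%, plus an integration ratio under a set limit after plate pattern correction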;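 also: plate controls were neutral control wells without compound for no effect and CRF at EC100 for full effect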
TAAR1 antagonist – antagonists of human TAAR1 | Q96RJ0 | CHO RD-HGA16 TAAR1, Fluo-8 calcium fluorescence, antagonist | inhibition, % at 3 µM | actives 1.5% (n = 360,000) | AID 624466;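 active = inhibition above a per-plate cutoff, the mean inhibition of test compounds on that plate plus 3 SD, cut at about 49% in these data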;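 also: 0% = DMSO plus EC80 beta-PEA response and 100% = DMSO alone without agonist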
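Test system: CHO RD-HGA16 cells bearing hTAAR1 | Reagent: β-PEA, EC80 | Compound dosing: 3 µM, single point | Schedule: Dye loading 75 min at 37 °C, then 30 min room temperature | Signal: Calcium fluorescence with Fluo-8 | Evaluation: Percent inhibition of PEA-evoked calcium signal, max/basal emission ratio | Control set: DMSO-only wells and EC80 β-PEA-stimulated wells | Repeats: Singlicate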
M4 PAM – potentiates acetylcholine response at human M4 receptor; P08173; activation, % at 3 µM; CHO-K1 hM4/Gqi5, Fluo-8 calcium fluorescence, ACh EC20; 0% = ACh EC20, 100% = maximal ACh; actives 0.4% (n = 360,000);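 active = activation above its plate's cutoff, the mean activation of sample wells plus 3 SD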; also: some results filed as inactive read as strong as hits
Target sequence (P08173 whole entry, looked up): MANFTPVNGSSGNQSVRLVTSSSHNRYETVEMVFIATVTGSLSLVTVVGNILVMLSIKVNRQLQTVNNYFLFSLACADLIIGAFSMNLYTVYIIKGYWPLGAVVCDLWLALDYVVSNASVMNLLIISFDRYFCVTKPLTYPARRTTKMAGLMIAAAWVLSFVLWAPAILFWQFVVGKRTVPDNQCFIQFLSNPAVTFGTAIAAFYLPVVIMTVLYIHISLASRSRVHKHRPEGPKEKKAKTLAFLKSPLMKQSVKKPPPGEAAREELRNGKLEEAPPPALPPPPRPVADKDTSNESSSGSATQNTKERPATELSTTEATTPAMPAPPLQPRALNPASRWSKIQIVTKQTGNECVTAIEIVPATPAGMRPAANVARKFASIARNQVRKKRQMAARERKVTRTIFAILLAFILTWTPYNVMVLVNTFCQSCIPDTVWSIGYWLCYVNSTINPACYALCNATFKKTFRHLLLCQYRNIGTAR
An asterisk follows results filed as active; nt = no result given.

No.	Molecule	CHO-K1 Ca PAM	TAAR1 agonist	M5 PAM	CRFBP-R2 block	M5 ag	M5 antag	CRFR2-BP ag	TAAR1 antagonist	M4 PAM
1	Cc1cccc(C)c1NC(=O)CN(C)CCc1ccccc1	5	18	6	nt	3	4	nt	-15	-1
2	O=C(Cc1ccccc1)NNS(=O)(=O)c1ccc(F)cc1	14	-1	3	10	1	0	-1.9	18	7
3	COc1ccc(CCNS(=O)(=O)c2ccc(C(=O)NCc3ccco3)cc2)cc1OC	20	8	2	4	1	-4	-2.4	-10	-2
4	O=C(NCc1cccnc1)C(=O)C1C(=O)Nc2ccccc21 (stereo unspecified)	5	-3	18*	-4	4	-13	2.0	15	1
5	CC(=O)Nc1ccc2c(c1)CCc1ccccc1-2	1	0	1	0	0	-2	1.1	8	0
6	CS(=O)(=O)N(CC(=O)NCC1CCCO1)c1cc(Cl)cc(Cl)c1 (stereo unspecified)	5	-2	-8	7	0	12	0.7	16	-2
7	Nc1nnc(SCC(=O)Nc2cc(S(=O)(=O)N3CCOCC3)ccc2Cl)s1	-13	0	1	-1	1	5	-4.1	-26	0
8	CCOC(=O)C1CCN(C(=O)C(C)Sc2nnc3ccccn23)CC1 (stereo unspecified)	2	1	-4	11	3	-5	-0.2	-29	0
9	Cc1ccc(NCc2nnc(SCC(=O)Nc3cc(C)on3)n2C)cc1	17	-1	1	21	-2	2	-1.6	-21	3
10	O=C(Nc1cccc(F)c1)Nc1ccnn1C1CCN(C(=O)c2cscn2)CC1	-19	2	-4	5	-3	19	0.0	-5	-1
11	CC1CCC(NC(=O)c2ccc3snnc3c2)CC1 (stereo unspecified)	-32	0	1	9	-1	-2	-0.7	-5	-4
12	O=C(NC1CCCCCC1)c1ccccc1-c1ccccc1	9	-2	0	7	-7	-5	0.2	-8	1
13	COC(=O)C1(CCSC)NC(c2ccc(O)cc2)C2C(=O)N(c3ccc(F)cc3)C(=O)C21 (stereo unspecified)	-19	6	-3	-2	5	11	-0.3	1	-5
14	CCN=C(Nc1ccc(Cl)cc1)c1cccnc1	-4	8	9	2	-4	-6	2.2	11	-1
15	CSc1cccc(NC(=O)C(C)NS(=O)(=O)c2ccc(F)cc2)c1 (stereo unspecified)	18	21	0	-9	-1	-4	0.0	-1	-2
16	COc1ccccc1CC(=O)Nc1ccc2nc(C)sc2c1	22	0	1	11	-2	-2	-0.2	8	-2
17	Cc1ccc(C(NC(=O)N2CCCC2)C(Cl)(Cl)Cl)cc1F (stereo unspecified)	14	4	-3	2	-3	1	0.0	-4	2
18	O=C(CN1CCC(C(=O)c2ccc3c(c2)OCCO3)CC1)Nc1ccccc1F	18	0	3	-1	-1	-8	3.0	-20	-2
19	CCOC(=O)c1sc(NC(=O)c2c(OC)cccc2OC)nc1C	8	-3	-3	-9	-2	4	-1.1	5	15
20	CCCn1c(N)cc(=O)n(CCC)c1=O	12	3	-4	6	5	3	1.2	0	-2
21	NC(=O)CSc1nnc(Cn2c(=O)sc3ccccc32)n1-c1cccc(Cl)c1	-2	3	3	-11	-1	-6	1.5	18	-6
22	COc1cccc(OCC(=O)Nc2ccncc2)c1	14	5	-6	0	3	16	0.4	2	-3
23	CCC(C(=O)Nc1ccc2c(c1)OCCO2)n1c(=O)[nH]c2ccccc2c1=O (stereo unspecified)	-3	0	1	-21	-3	-8	2.3	10	-1
24	CCc1ccccc1NC(=O)c1cc(-c2ccc3c(c2)OCO3)on1	11	4	-1	-3	-3	8	1.8	-10	-6
25	Cc1ccc(S(=O)(=O)N2C[C@H]3[C@H]4C(=O)N(Cc5ccccc5)C(=O)[C@H]4CC(=O)[C@H]3[C@@H]2c2ccccc2Cl)cc1	9	2	4	nt	2	-3	nt	4	2
26	CCOC(=O)Cc1nnc(Nc2cc(C)ccc2C)c2ccccc12	15	3	-2	-14	-8	18	1.0	-16	-3
27	O=C(NCc1ccccn1)C12CC3CC(CC(C3)C1)C2	15	0	2	2	0	-14	-0.7	10	-5
28	Cc1ccc(C(=O)NNC(=O)c2n[nH]c(=O)c3ccccc23)cc1C	-15	3	6	-1	2	7	-0.9	-13	5
29	O=C(NCc1cccnc1)NC1CCCN1S(=O)(=O)c1ccc(Cl)cc1 (stereo unspecified)	1	12	-9	17	-3	8	1.9	-14	8
30	CCOC(=O)c1c(C)[nH]c(C)c1C(=O)COC(=O)C1CCCN1S(=O)(=O)c1ccccc1F (stereo unspecified)	-2	8	0	-33	-1	-3	1.9	7	0

(next part)
No.	Molecule	CHO-K1 Ca PAM	TAAR1 agonist	M5 PAM	CRFBP-R2 block	M5 ag	M5 antag	CRFR2-BP ag	TAAR1 antagonist	M4 PAM
31	CC(C)CNC(=S)N1CCC(C(=O)c2ccc(Cl)cc2)CC1	3	3	-8	-6	6	-4	-3.2	9	-7
32	COC1CCCN(Cc2c(C(=O)N3CCc4ccccc4C3)nc3ccc(Cl)cn23)C1 (stereo unspecified)	10	1	2	-14	-4	-6	2.4	12	1
33	COC(=O)C1=C(N)Oc2cc(C)n(Cc3cccnc3)c(=O)c2C1c1ccc(OC)c(OC)c1OC (stereo unspecified)	2	3	-2	-7	-4	-3	-0.7	-7	14
34	O=C(CSc1ccc(-c2ccccc2)nn1)NC1CCCCC1	-18	2	3	-2	-2	-5	0.3	-20	5
35	COc1ccc(C(C#N)Nc2ccc(C)cc2)cc1 (stereo unspecified)	21	12	6	-13	-4	-5	-2.1	1	14
36	Cc1n[nH]c(=O)n(N=Cc2cccs2)c1=O	12	3	1	-16	2	9	-3.0	-7	-3
37	CC(=O)C(C(C)=O)C1(O)C(=O)c2ccccc2C1=O	6	4	-2	26	-1	-9	-1.3	12	19
38	CCOC(=O)N1CCN(C(=O)c2ccc3nc(SCc4ccc(F)cc4)n(C)c3c2)CC1	-4	-5	0	51*	5	-1	-5.2	2	5
39	C/C(=C/c1ccccc1)C(=O)N1CCC(C)CC1	-13	-2	2	-1	-5	-12	-1.6	16	0
40	CCn1c(SCC(=O)Nc2nccs2)nnc1-c1cc2cccc(OC)c2o1	0	4	-2	18	-1	2	-2.5	9	3
41	COCCN1CCC(CNCc2cn(-c3cc(C)ccc3C)nc2-c2ccccc2)C1 (stereo unspecified)	-2	0	-5	5	-5	7	5.0	-6	-3
42	CCOC(=O)N/N=C/c1cn(CCCOc2ccccc2)c2ccccc12	-13	3	-9	-2	-2	13	0.2	-1	-4
43	CC1CCC(NC(=O)c2cc3ccccc3cc2O)CC1 (stereo unspecified)	11	-4	-16	-7	-6	3	0.1	42	-8
44	CC(C)c1nc(-c2c(N)n(C)c(=O)n(C)c2=O)sc1C(=O)C(C)(C)C	8	1	-4	1	-4	-10	1.1	6	-4
45	CCCCn1c(N)c(Br)c(=O)[nH]c1=O	-13	1	4	-3	-1	-2	1.0	-24	-3
46	Nc1ccc2c(c1)N=[N+]([O-])c1cc(N)ccc1C2	6	3	-3	22	-2	1	-0.9	-6	1
47	c1ccc2c(c1)oc1c(NCCCn3ccnc3)ncnc12	5	0	1	17	-4	-5	13	1	0
48	CC1(C(=O)Nc2ccc3c(c2)OCO3)CCN1C(=O)Cc1ccc(-c2ccccc2)cc1 (stereo unspecified)	16	3	-15	nt	9	31*	nt	19	-8
49	CN1CCN(NS(=O)(=O)c2ccc(Cl)s2)CC1	16	1	8	-4	-7	-10	7.0	7	20
50	CCN(CC)CCCN1C(=O)C(=O)/C(=C(/O)c2ccc3c(c2)OCCO3)C1c1ccco1 (stereo unspecified)	10	1	-2	-7	-2	6	2.4	-14	12
51	Cc1ccc(Sc2ccc(C(=O)N(C)C)cc2[N+](=O)[O-])cc1	9	-2	5	3	-8	5	-0.2	-2	0
52	Cc1cc(SCC(=O)Nc2ccc(O)cc2)n2nc(C)c(-c3ccccc3)c2n1	20	0	6	-9	3	-1	-0.6	-5	-11
53	O=C(N[C@@H](Cc1ccccc1)C(=O)OCc1ccccc1)c1nc[nH]c1C(=O)N1CCc2ccccc2C1	22	7	-36	3	-9	18	0.4	59*	4
54	Cc1ccc(C(=O)/C=C/c2c[nH]c3ccccc23)cc1	5	2	-3	6	-1	3	4.6	-10	4

Among those listed so far, 5 have two or more sulfur atoms.
No.	Molecule	CHO-K1 Ca PAM	TAAR1 agonist	M5 PAM	CRFBP-R2 block	M5 ag	M5 antag	CRFR2-BP ag	TAAR1 antagonist	M4 PAM
7	Nc1nnc(SCC(=O)Nc2cc(S(=O)(=O)N3CCOCC3)ccc2Cl)s1	-13	0	1	-1	1	5	-4.1	-26	0
15	CSc1cccc(NC(=O)C(C)NS(=O)(=O)c2ccc(F)cc2)c1 (stereo unspecified)	18	21	0	-9	-1	-4	0.0	-1	-2
21	NC(=O)CSc1nnc(Cn2c(=O)sc3ccccc32)n1-c1cccc(Cl)c1	-2	3	3	-11	-1	-6	1.5	18	-6
40	CCn1c(SCC(=O)Nc2nccs2)nnc1-c1cc2cccc(OC)c2o1	0	4	-2	18	-1	2	-2.5	9	3
49	CN1CCN(NS(=O)(=O)c2ccc(Cl)s2)CC1	16	1	8	-4	-7	-10	7.0	7	20
